Source: PubChem (National Center for Advancing Translational Sciences (NCATS))
GLP1R cytotox = qHTS of GLP-1 Receptor Inverse Agonists: Cytotox Screen; hit rate 0.13% among 410,000; HEK293 cAMP-luciferase reporter cells, luminescence, 24 h; AID 624418, 2012; Potency, µM (top dose mostly 38.3 µM), without a hit: at the highest dose activity change, negative = inhibition, actives largely listed as inhibitors;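 further: loss of luciferase light is scored as toxicity; potency means the concentration at half of the fitted maximal effect; on the % scale 0 is the no-effect control and ±100 the full control effect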
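To flag toxic compounds, the library was rerun on cells for 24 hr at 37 deg C and 5% CO2. Viability-linked luminescence was captured 12 min after adding luciferase detection reagent.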
HT1080-NT tox = qHTS for induction of synthetic lethality in tumor cells producing 2HG: qHTS for the HT-1080-NT fibrosarcoma cell line; HT-1080-NT fibrosarcoma viability, CellTiter-Glo ATP luminescence, 48 h; Potency, µM (top dose mostly 46.1 µM), for inactives: top-dose activity, negative = less viability, most hits filed as cytotoxic; hit rate 1.6% among 360,000;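 further: NT is the 2HG producing partner of a matched IDH1 knockdown line; potency means the concentration at half of the fitted maximal effect; 0% = DMSO-treated cells and -100% = media-only wells without cells; nearly all actives have a fitted effect of over 55% in size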
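A 48-hour cytotoxicity screen used HT-1080-NT cells plated 2 hours before compound delivery. ATP-based CellTiter-Glo luminescence measured viability, normalized to DMSO and no-cell controls.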
MCF10A rerep = A quantitative high throughput screen for small molecules that induce DNA re-replication in MCF 10a normal breast cells; AID 624296, 2012; hit rate 2.9% among 350,000; MCF 10A DNA re-replication, Hoechst nuclear intensity, 48 h; Potency, µM (highest dose often 46.1 µM), for inactives: at the highest dose activity, positive = re-replication, usual class: activators; further: potency means the concentration at half of the fitted maximal effect; % of control where 0% means no effect; nearly all actives have a fitted effect of over 50% in size
D3 ag = qHTS of D3 Dopamine Receptor Agonist: qHTS; hit rate 0.58% among 410,000; max activation, %; D(3) dopamine receptor (Homo sapiens), P35462; D3R DiscoveRx beta-arrestin cells, luminescence, 90 min; AID 652048, 2013; in the data active means max activation above about 30%; further: 0% is about no effect; mostly tested at two doses, the higher about 12 µM
Target sequence (P35462 whole entry, looked up): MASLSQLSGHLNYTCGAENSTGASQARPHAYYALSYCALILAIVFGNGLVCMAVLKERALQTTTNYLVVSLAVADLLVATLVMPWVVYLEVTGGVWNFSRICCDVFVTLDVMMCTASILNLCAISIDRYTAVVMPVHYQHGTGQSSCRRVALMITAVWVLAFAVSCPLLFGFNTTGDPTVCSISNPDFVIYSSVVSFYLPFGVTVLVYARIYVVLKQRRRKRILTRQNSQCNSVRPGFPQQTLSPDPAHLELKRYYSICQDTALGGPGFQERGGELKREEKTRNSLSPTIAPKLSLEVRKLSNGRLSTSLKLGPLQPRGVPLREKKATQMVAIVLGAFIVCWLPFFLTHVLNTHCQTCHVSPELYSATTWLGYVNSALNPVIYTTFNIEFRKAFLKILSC
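Cells at 1500/well, incubated overnight, then treated with pinned compounds (dopamine as control) for 90 min at 37 degrees C. DiscoveRx reagent added for 30 - 60 minutes at room temperature; luminescence read.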
HT1080 IDH1KD tx = qHTS for induction of synthetic lethality in tumor cells producing 2HG: qHTS for the HT-1080-IDH1KD cell line; HT-1080 IDH1 knockdown viability, ATP luminescence, 48 h; Potency, µM (doses to about 46.1 µM), for inactives: at the highest dose activity, negative = toxicity, actives largely listed as cytotoxic; hit rate 2% among 360,000;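 further: potency means the concentration at half of the fitted maximal effect; 0% = DMSO wells and -100% = cell-free medium wells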
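Luminescent ATP read-out (CellTiter-Glo, 10 min at room temperature) after 48 h compound exposure at 37 °C gave viability of IDH1-knockdown HT-1080 cells. Activity was normalised to DMSO and cell-free wells, then fitted as concentration-response curves.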
SW480 rerep = A quantitative high throughput screen for small molecules that induce DNA re-replication in SW480 colon adenocarcinoma cells | SW480 DNA re-replication, Hoechst DNA content imaging, 48 h | AID 624297, 2012 | hit rate 1.8% among 340,000 | Potency, µM (highest dose often 46.1 µM), for inactives: top-dose re-replication activation, usual class: activators; further: potency means the concentration at half of the fitted maximal effect; % of control where 0% means no effect; nearly all actives have a fitted effect of over 55% in size
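Compounds, transferred as 23 nL by pin tool, were incubated with cells for 48 hr; DNA content per nucleus was then quantified by Hoechst staining and fluorescence plate imaging.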
IL1B secr inh = qHTS for Inhibitors of Inflammasome Signaling: IL-1-beta AlphaLISA Primary Screen. THP-1 LPS/ATP IL-1B secretion, AlphaLISA, 16 h; stronger effect = lower value. hit rate 4.7% among 360,000. activity change, % at 57.5 µM; in the data active means activity change below about -50%; inconclusive means mostly about -30% to -49%; further: on the % scale 0 is the no-effect control and ±100 the full control effect
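Secreted IL-1B measured by AlphaLISA bead assay after 16 h compound exposure of THP-1 cells; compounds (final up to 57.5 uM) added 1 h before LPS (250 ng/mL) and ATP (1.25 mM) stimulation; lower signal means less secretion.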
KB-3-1 tox = qHTS assay for MDR1-selective chemotherapeutics: Primary screen using the parental adenocarcinoma cell KB-3-1 | KB-3-1 viability, CellTiter-Glo ATP luminescence, 72 h | Potency, µM (series often up to 46.1 µM), without a hit: at the highest dose activity change, negative = cytotoxic, hits mostly cytotoxic | hit rate 1.4% among 400,000; further: potency means the concentration at half of the fitted maximal effect; on the % scale 0 is the no-effect control and ±100 the full control effect; nearly all actives have a fitted effect of over 60% in size
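Screening of KB-3-1 cells (DMEM, 10% FBS, phenol-red free) ran from lowest to highest compound concentration; after 72 h at 37 °C viability was read luminescently and curves fitted.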
KB-V1 cytotox = qHTS assay for MDR1-selective chemotherapeutics: Primary screen using the drug-selected MDR subline cells KB-V1. KB-V1 MDR cells viability, CellTiter-Glo, 72 h. AID 1347076, 2019. hit rate 3.4% among 400,000. Potency, µM (highest dose often 46.1 µM), without a hit: at the top dose activity change, negative = cytotoxicity, usual class: cytotoxic; further: potency means the concentration at half of the fitted maximal effect; on the % scale 0 is the no-effect control and ±100 the full control effect; nearly all actives have a fitted effect of over 60% in size
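Luminescent ATP read-out (CellTiter-Glo, 10 min) measures survival of drug-selected KB-V1 MDR cells after 72 h, 37 degrees C compound exposure. Medium: phenol-red-free DMEM, 10% FBS. Values from fitted concentration-response curves.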
Numbers without * were called inactive; ? = inconclusive; . = no result given; [ ] = dose if it differs, or a comment. Unless noted, the call rests on the fitted dose curve; in most records, active means well fitted curve in the direction sought with a large enough effect; inconclusive means small, poorly fitted or top-dose-only effect, or another doubt; inactive means no such curve, though single readings can be large; an effect the other way counts as inactive or inconclusive.

SMILES	GLP1R cytotox	HT1080-NT tox	MCF10A rerep	D3 ag	HT1080 IDH1KD tx	SW480 rerep	IL1B secr inh	KB-3-1 tox	KB-V1 cytotox
COCCN(C(=O)C(C)C)c1nnc(-c2cccc(C)c2)s1	-4%	-4%	2%	-1	-8%	-1%	-53*	1%	0%
COc1cccc2cc(C(=O)NCc3ccc(C)cc3)c(=O)oc12	3%	5%	-1%	1	16%	12%	-1	0%	29%
CCOc1ccccc1C(=O)Nc1ccc(S(=O)(=O)N2CCCCC2c2cccnc2)cc1 (stereo not drawn)	-16%	.	.	3	.	.	.	-1%	-1%
CCCN1CCN(C(=O)CCNC(=O)Cn2cnc3ccccc3c2=O)CC1	-1%	-3%	-1%	-3	-1%	-1%	-6	6%	-8%
C=CCOc1ccc2nnc(C)n2n1	4%	0%	0%	-5	1%	-41%[inhibitor]	?	-3%	-26%
O=C(Nc1ccc2oc(-c3cccnc3)nc2c1)c1ccc(Br)o1	-13%	16%	2%	4	13%	-2%	-18	8%	-1%
CC(=O)C1=C(O)CC(C)(C)CC1=NCCc1nc2ccccc2[nH]1	7%[7.66 µM]	-4%	2%	1	15%	2%	-15	7%	-16%
COC(=O)c1ccccc1NC(=O)C(C)n1nc(C)c2c(C)n(-c3ccccc3)nc2c1=O (stereo not drawn)	6%	4%	0%	3	11%	-8%	11	-5%	-5%
Cc1cc(C)nc(NS(=O)(=O)c2ccc(NC(=O)c3cc4c(=O)n5cccc(C)c5nc4n3C)cc2)n1	55%[activator]	8%	10µM*	3	7%	2.1µM*	14	21%	?
CCc1ccccc1NC(=S)N(CCN(C)C)C(C)c1ccccn1 (stereo not drawn)	-8%	7%	-1%	0	-5%	-8%	3	1%	-23%
CC(=O)ON1C(C)(C)Cc2noc(N)c2C1(C)C	-13%	8%	25%	-8	13%	-1%	5	-1%	12%
COc1ccccc1CCC(=O)N(C)C1CCCN(Cc2ccccc2F)C1 (stereo not drawn)	-3%	4%	-3%	-23	5%	-23%	-25	-29%	-4%
CS(=O)(=O)N(CC(N)=O)c1cccc(Br)c1	0%	4%	-2%	1	8%	-3%	-3	9%	?
CN(C(=O)COC(=O)c1ccc(Cl)s1)C1(C#N)CCCCC1	-5%	20%	.	-10	4%	.	5	4%	15%
CCn1cc(S(=O)(=O)c2ccc(C)cc2)c(=O)c2cc(F)c(N3CCCCCC3)cc21	-16%	.	.	4	.	.	.	4%	?
COc1ccc(C(CNC(=O)c2cccc(S(=O)(=O)Nc3ccc(Br)cc3)c2)N(C)C)cc1 (stereo not drawn)	-20%	-11%	0%	3	-22%	7%	-12	-3%	12%
CCOc1ccc(N(CC)S(=O)(=O)N2CCCC(C(=O)Nc3ccc(C(C)=O)cc3)C2)cc1 (stereo not drawn)	-4%	.	.	-4	.	.	.	-15%	-22%
COc1ccc(CNC(=O)CSc2nnc(C)n2-c2ccc(F)cc2)cc1	?	18%	3%	-13	8%	4%	0	0%	0%
COc1ccc(CNS(=O)(=O)c2ccc(Br)s2)cc1	11%	-17%	5%	-8	-6%	-2%	2	-10%	8%
CC(C)NC(=O)C1(C)CCN1C(=O)Cc1ccc(-c2ccccc2)cc1 (stereo not drawn)	8%	?	.	5	?	.	-1	-1%	-7%

A portion of the results above, for reference:
SMILES	GLP1R cytotox	HT1080-NT tox	MCF10A rerep	D3 ag	HT1080 IDH1KD tx	SW480 rerep	IL1B secr inh	KB-3-1 tox	KB-V1 cytotox
COCCN(C(=O)C(C)C)c1nnc(-c2cccc(C)c2)s1	-4%	-4%	2%	-1	-8%	-1%	-53*	1%	0%
COc1cccc2cc(C(=O)NCc3ccc(C)cc3)c(=O)oc12	3%	5%	-1%	1	16%	12%	-1	0%	29%

(more compounds)
SMILES	GLP1R cytotox	HT1080-NT tox	MCF10A rerep	D3 ag	HT1080 IDH1KD tx	SW480 rerep	IL1B secr inh	KB-3-1 tox	KB-V1 cytotox
Cc1c(OCC(=O)N2CCC(C(N)=O)CC2)ccc2c3c(c(=O)oc12)CCC3	-8%	9%	-1%	8	7%	0%	-12	0%	-14%
O=C(O)c1cccc(N/N=C/c2sc(N3CCOCC3)nc2-c2ccccc2)c1	72%[activator]	-8%	?	0	-11%	?	-1	25%	4%
Oc1ccccc1/C=N/n1cnnc1	1%	8%	0%	8	8%	0%	-1	14%	0%
CCCC/C(O)=C1\C(=O)CC(C)(C)CC1=Nc1ccc(N)cc1	-4%	3%	-1%	6	0%	1%	0	-4%	-1%
Cc1ccc(OCC(=O)N/N=C/c2cn[nH]c2-c2ccc(Cl)c(Cl)c2)cc1	-25%	?	?	-7	?	-1%	0	?	?
COc1ccc(Cl)cc1S(=O)(=O)N1CCN(C(=O)c2n[nH]c(=O)c3ccccc23)CC1	-19%	?	?	-3	?	?	29	?	2%
CN(C)S(=O)(=O)c1ccc(-c2csc(-c3cccnc3)n2)cc1	3%	-8%	2%	0	-13%	23%	-24	-2%	?
Nc1nc(-c2sc3nc4c(cc3c2N)CCCC4)nc(N2CCOCC2)n1	66%[activator]	4%	6.5µM*	5	13%	10µM*	-29	-9%	-21%
O=C(CSc1ncnc2sc3c(c12)CCC3)NCC1CCCO1 (stereo not drawn)	1%	10%	-2%	7	-2%	2%	3	17%	1%
CCN1C(=O)[C@H]2[C@@H](c3ccc(-c4ccc(Cl)c(Cl)c4)cc3)N3CCCC[C@@]3(C(=O)OC)[C@H]2C1=O	3%	0%	22%	12	29%	-6%	15	?	?
Cc1ccc(O)c(N=Cc2cc(Cc3ccccc3)cc([N+](=O)[O-])c2O)c1	?	?	?	10	?	-8%	13	-5%	20%
CCN1C(=O)/C(=C/c2cccs2)SC1=Nc1ccc(OC)cc1	1%	10%	2%	-2	12%	-2%	-3	-5%	16%
O=C(Nc1ccccc1C(=O)O)c1ccc(NC(=O)C2CC2)cc1	-8%	-6%	2%	15	-15%	-4%	6	.	.
COc1ccc([C@H]2/C=C\CN(C(=O)[C@H](Cc3ccccc3)NC(=O)OCC3c4ccccc4-c4ccccc43)CC(=O)N2Cc2ccc(F)cc2)cc1	-10%	-11%	-1%	0	-2%	-1%	-26	-1%	-8%
CCCCCOC(=O)C1=C(C)NC(=O)NC1c1ccc2c(c1)OCO2 (stereo not drawn)	12%	-15%	11%	3	-7%	1%	-54*	-1%	-12%
COC(=O)/C(=N\OCc1ccc(C#N)cc1)c1c(C)nn(C)c1C	-7%	9%	-1%	7	12%	-31%	3	-3%	0%
Cc1c(/C(O)=C2\C(=O)C(=O)N(CCCN(C)C)C2c2ccccc2)cnn1-c1ccccc1 (stereo not drawn)	0%	15%	6%	3	10%	-16%	-6	-1%	0%
CC(=O)Cc1nsc(NC(=O)c2ccccc2Cl)n1	6%	6%	3%	-3	1%	-1%	6	-6%	-9%
COc1ccc(-c2cccc(NC(=O)c3ccc4c(c3)OCO4)c2)nn1	-13%	6%	4%	2	2%	-6%	-11	7%	-12%
CCOC(=O)C1=NOC(CN(c2ccccc2)S(=O)(=O)c2ccc(Cl)cc2)C1 (stereo not drawn)	6%	9%	1%	-8	13%	-11%	17	20%	14%
O=C(COCC(=O)NCc1ccccc1)NCc1ccccc1	1%	3%	0%	15	-11%	0%	18	7%	13%
O=c1oc2ccccc2c(Nc2ccc3ccccc3c2)c1[N+](=O)[O-]	?	?	?	1	?	21%	7	?	-24%
COc1ccc(-c2[nH]c(-c3ccc(OC)c(OC)c3)nc2SCC(=O)Nc2ccccc2)cc1	-15%	.	.	-15	.	.	.	4%	-10%
CCn1c(=O)c2cc(C(=O)N(C)c3cc(C)ccc3C)sc2c2ccccc21	14%	.	.	-3	.	.	.	-4%	23%
COc1ccc(CCNC(=O)C(=O)NCCC2CCCCN2S(=O)(=O)c2cccs2)cc1 (stereo not drawn)	3%	-2%	?	2	-1%	3%	-28	0%	-9%
CCc1ccc(Nc2cnn(C34CC5CC(CC(CC(=O)O)(C5)C3)C4)c(=O)c2Cl)cc1	6%	-18%	-10%	2	4%	-16%	-97*	1%	14%
CC(=O)N1CCN(c2ccc(NC(=O)c3ccc4c(c3)OCO4)cc2)CC1	-20%	-13%	13%	-3	-9%	0%	-14	-12%	1%
Cc1cc(C)c(S(=O)(=O)N2CCN=C2c2ccccc2)c(C)c1	3%	-3%	?	-5	1%	-10%	20	-2%	1%
COC(=O)c1ccc(NC(=O)c2ccc(C)cc2)o1	-7%	1%	7%	-6	-2%	-2%	4	-16%	-6%
Cc1ccc(S(=O)(=O)N2C[C@H]3N(C(=O)OC(C)C)N(C(=O)OC(C)C)C[C@H](OC(=O)NCc4ccccc4F)[C@@]3(O)C2)cc1	-3%	-18%	.	3	-13%	.	-25	-13%	12%
CCOc1ccccc1NC(=O)n1ncc2cc(Cl)ccc21	2%	.	.	-11	.	.	.	19%	14%
Cc1ccc(SCCNC(=O)c2ccc(C)c(S(=O)(=O)Nc3cccc(C)c3)c2)cc1	-8%	?	13%	23	?	1%	-57*	-10%	?
CCCC(=O)NC(C)C(c1cccs1)N1CCN(c2ccccc2)CC1 (stereo not drawn)	-11%	-4%	0%	10	-4%	-1%	-9	-7%	-14%
Cc1ccc(C(=O)NCc2ccc(N3CCN(C)CC3)cc2)cc1C	-7%	-1%	1.6µM*	-18	2%	2%	0	8%	?
COc1ccccc1-n1c(SCC(=O)Nc2ccc(F)cc2)nc2c(c1=O)SCC2	-17%	3%	17%	4	-3%	21%	-12	-1%	4%
CC(C)C(=O)N1CCN(c2nc3ccc(Cl)cc3s2)CC1	-12%	2%	-2%	4	-1%	9%	-5	?	?
